Source: PubChem (Sanford-Burnham Center for Chemical Genomics)
SENP7 inh – blocks the human protease SENP7; Q9BQF6; inhibition, % at 5 µM; AID 434973; actives 1.5% (n = 330,000); recombinant SENP7, Z-RLRGG-aminoluciferin luminescence, 40 min;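 active = inhibition above about 50% at the single test dose, limit read from the data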;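 note: plate controls were DMSO with enzyme for no effect and no enzyme buffer wells for full effect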
Target sequence (Q9BQF6 706-1050 limits assumed): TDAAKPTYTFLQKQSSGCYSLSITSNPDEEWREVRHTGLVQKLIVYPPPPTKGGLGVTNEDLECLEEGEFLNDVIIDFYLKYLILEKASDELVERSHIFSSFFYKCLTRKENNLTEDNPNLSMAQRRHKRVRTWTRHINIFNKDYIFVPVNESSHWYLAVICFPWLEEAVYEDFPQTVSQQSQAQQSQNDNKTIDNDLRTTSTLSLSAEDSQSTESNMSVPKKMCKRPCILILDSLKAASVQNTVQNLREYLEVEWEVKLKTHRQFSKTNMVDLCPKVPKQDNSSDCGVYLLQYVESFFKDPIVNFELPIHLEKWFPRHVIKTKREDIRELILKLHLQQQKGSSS
SENP8 block-1 – inhibitors of human SENP8 protease; Q96LD8; recombinant SENP8, Nedd8 substrate fluorescence; inhibition, % at 20 µM; actives 0.64% (n = 360,000); AID 602440; in the data active = inhibition mostly above about 40%, no sharp cut-off; inactive = mostly below about 27%
Target sequence (Q96LD8 whole entry, looked up): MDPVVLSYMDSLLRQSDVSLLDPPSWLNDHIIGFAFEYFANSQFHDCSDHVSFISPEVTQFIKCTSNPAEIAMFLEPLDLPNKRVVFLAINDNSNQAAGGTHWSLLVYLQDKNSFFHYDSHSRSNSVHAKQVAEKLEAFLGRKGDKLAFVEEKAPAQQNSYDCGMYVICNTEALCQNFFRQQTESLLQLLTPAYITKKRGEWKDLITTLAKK
SENP6 block – inhibitors of human SENP6 protease | Q9GZR1 | Recombinant SENP6 catalytic domain, aminoluciferin luminescence | inhibition, % at 10 µM | actives 1.8% (n = 330,000) | AID 2599;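 active = inhibition above about 50% at the single tested dose, limit read from the data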;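 note: plate controls were DMSO wells with enzyme for no effect and DMSO wells lacking enzyme for full effect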
HKDC1 inh – blocks human hexokinase HKDC1 activity | recombinant HKDC1, G6PDH/diaphorase resazurin coupled fluorescence | actives 0.16% (n = 340,000) | Q2TB90 | inhibition, % at 20 µM | AID 493160;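 active = inhibition above about 35% when tested at 20 µM, limit read from the data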;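 note: plate controls were DMSO wells with enzyme for no effect and DMSO wells lacking enzyme for full effect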
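Test system: recombinant HKDC1 (HK5) hexokinase enzyme, produced in-house / Doses: 20 µM test compound, 1% DMSO / Timing: 90 min, room temperature / Detection: G6PDH/diaphorase-coupled fluorescence, 1 mM NADP, 100 µM resazurin, 525/613 nm / Control set: DMSO wells with and without enzyme mix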
Apaf1 inhib – blocks human Apaf-1 apoptosome activity. O14727. actives 0.71% (n = 330,000). inhibition, % at 20 µM. reconstituted apoptosome caspase-3 activity, DEVD-Rh110 fluorescence; active = inhibition of at least 40% at 20 µM;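 note: plate controls were DMSO wells for no effect and DEVD-CHO caspase inhibitor wells for full effect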
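Material: biochemical Apaf-1 apoptosome reconstitution. Medium: Hepes buffer, pH 7.5. Also added: cytochrome c activation, bis-DEVD rhodamine 110 substrate. Timing: 30 min compound preincubation, 50 min activation, room temperature. Measured by: rhodamine 110 fluorescence at Ex 480/Em 540 nm.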
SENP8 block-2 – inhibitors of human SENP8 protease | Q96LD8 | purified SENP8, Z-RLRGG-aminoluciferin cleavage, luminescence | inhibition, % at 10 µM | actives 1.2% (n = 330,000) | AID 2540; in the data active = inhibition above about 50%
SENP1 FRET inh – SENP1 (human) catalytic domain inhibition | recombinant SENP1 catalytic domain, CyPet-SUMO1-YPet FRET cleavage | Q9P0U3 | actives 0.21% (n = 360,000) | AID 624204 | inhibition, % at 10 µM;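 active = inhibition at least 30% at 10 µM, raw YFP signal under a set limit, fluorescence ratio 0.5 to 1.5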;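 note: 0% = enzyme with DMSO and 100% = no enzyme wells; some results filed as inactive read as strong as hits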
Target sequence (Q9P0U3 419-644 limits assumed): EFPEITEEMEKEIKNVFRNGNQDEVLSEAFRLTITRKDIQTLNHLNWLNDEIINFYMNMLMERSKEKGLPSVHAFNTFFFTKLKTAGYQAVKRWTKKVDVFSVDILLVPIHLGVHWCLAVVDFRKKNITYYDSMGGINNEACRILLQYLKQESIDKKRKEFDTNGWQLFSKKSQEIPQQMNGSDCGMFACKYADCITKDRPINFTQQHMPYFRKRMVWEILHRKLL
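Assay system – human recombinant His6-tagged SENP1 catalytic domain enzyme · Input – SENP1 enzyme, 20 pM final · Buffer or medium – Tris pH 8 buffer plus EDTA, NaCl, BME, BSA, NP40, catalase · Schedule – 50 min reaction at room temperature · Technique – FRET read of cyan and yellow fluorescence · Control set – no-enzyme wells low, DMSO-plus-enzyme wells high control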
PfGluPho inh – PfG6PD (Plasmodium falciparum) enzyme inhibition; PfGluPho enzyme, NADPH resazurin-diaphorase fluorescence; inhibition, % at 20 µM; actives 0.78% (n = 350,000);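 active = inhibition reaching at least a set limit at 20 µM in the primary screen, cut at about 59% in these data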;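 note: 0% = DMSO wells with substrate and 100% = DMSO wells lacking glucose-6-phosphate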
* = called active by the depositor; / = no result given. Rows were taken by chance. About 3.6% of those tested had a hit in this group.

SMILES | SENP7 inh | SENP8 block-1 | SENP6 block | HKDC1 inh | Apaf1 inhib | SENP8 block-2 | SENP1 FRET inh | PfGluPho inh
COCCNC(=O)C(=O)NNC(=O)COc1ccc(OC)cc1 | 5 | 16 | -11 | -7 | -2 | -2 | -1 | 11
COc1cc(C(c2sc3nc(C)nn3c2O)N2CCN(c3ccccc3)CC2)cc(OC)c1OC (stereo not drawn) | -6 | 12 | 6 | 7 | -6 | 6 | 2 | -19
CC(C)(C)C1CCC(C(=O)Nc2ccccc2N2CCOCC2)CC1 (stereo not drawn) | 2 | 10 | 10 | -1 | 18 | 5 | 2 | 8
O=C1CC(C(=O)Nc2ccccc2)S/C(=N\NC(=O)c2ccccc2Cl)N1 (stereo not drawn) | -4 | 5 | -17 | -9 | -5 | -4 | 2 | -23
CCn1c(SCC(=O)N2c3ccccc3CCc3ccccc32)nnc1-c1ccc(OC)cc1 | -1 | 15 | -8 | -11 | 17 | 1 | 0 | 7
CCn1nc(C(C)C)cc1C(=O)N1CCCC(CO)(Cc2ccc(F)cc2F)C1 (stereo not drawn) | -10 | 7 | -4 | -3 | 17 | -10 | 0 | 6
CCCn1c(C)cc(C)c(C#N)c1=O | -4 | -39 | -23 | -9 | 4 | -3 | -6 | 3
O=C(COC(=O)c1n[nH]c2ccccc12)c1cc(F)ccc1F | -2 | -8 | -11 | -3 | 4 | -4 | 0 | 6
COC(=O)c1ccc(N2CCN(c3ccccc3)CC2)c(N)c1 | 7 | -266 | 13 | 0 | 7 | -1 | -1 | 4
O=C(CCl)NN=C(c1ccccc1)c1ccccc1 | 9 | 12 | -1 | 12 | 7 | 3 | 3 | 5
c1ccc(Cn2nnc3cnccc32)cc1 | -6 | 2 | -18 | -6 | -9 | 2 | -1 | -1
Cc1ccc(C(=O)C(C)OC(=O)c2ccccc2[N+](=O)[O-])cc1 (stereo not drawn) | -7 | 26 | -14 | 8 | 7 | -4 | 2 | -10
O=c1cc(CSc2ccccn2)nc(N2CCN(c3ccccc3)CC2)[nH]1 | -5 | 12 | -2 | -4 | 2 | -7 | -1 | -5
CC(=O)C(Cl)C(=O)Nc1ccccc1 (stereo not drawn) | / | -1 | / | 10 | / | / | 2 | 5
COCCNS(=O)(=O)c1ccc(OCC(=O)OC)c(Cl)c1 | 8 | 20 | 11 | 1 | -1 | -3 | 1 | 1
COc1ccc(-n2c(COc3ccccc3)n[nH]c2=S)cc1 | -14 | 14 | 0 | 3 | -9 | 1 | 1 | 23
COC(=O)CCN(C(=O)C1C2CC3CC(C2)CC1C3)c1ccccn1 (stereo not drawn) | 8 | 14 | -6 | -1 | 1 | 1 | -1 | 0
Cc1ccc(S(=O)(=O)N(C)c2ccc(OCC(=O)OCc3c(C)noc3C)cc2)cc1 | -5 | 19 | -5 | 17 | 19 | -4 | 2 | 0
COc1ccc(S(=O)(=O)N2CCC(C(=O)N[C@H](C(=O)NCc3ccncc3)C(C)C)CC2)cc1 | 0 | 7 | -2 | 2 | 0 | 8 | 0 | -2
COC(=O)c1ccccc1N=Nc1c(C)n[nH]c1C | -11 | 19 | -6 | -4 | 5 | -9 | 3 | -10
CCC1=C(OC(=O)N(CC)CC)N2C(=O)OC(=NCCc3c[nH]c4ccccc34)[C@]2(C)[C@H]2C1=CC[C@H]1C(=O)N(CC(=O)OC)C(=O)[C@H]12 | 3 | 12 | -8 | 0 | 17 | -10 | 2 | 12
O=C(Oc1c(CN2CCOCC2)cc(Cl)c2cccnc12)c1cccs1 | 9 | 10 | 12 | 2 | 2 | -5 | -4 | 16
Nn1c(SCC(=O)Nc2ccc(F)cc2F)nnc1C1CCCCC1 | -7 | 24 | 2 | 4 | 4 | -9 | 0 | -4
COc1cc(C(Nc2ccccn2)c2ccc3ccc(C)nc3c2O)cc(OC)c1O (stereo not drawn) | -5 | 15 | -1 | 8 | 5 | -5 | -7 | 59
CC1CCN(c2ccc3c(c2)S(=O)(=O)c2cccc(C(=O)NC4CCCCC4)c2C3=O)CC1 | 5 | 18 | -6 | 1 | 5 | -3 | -32 | 0
The list continues:
SMILES | SENP7 inh | SENP8 block-1 | SENP6 block | HKDC1 inh | Apaf1 inhib | SENP8 block-2 | SENP1 FRET inh | PfGluPho inh
Cn1ncc([N+](=O)[O-])c1C(=O)n1nnc2ccccc21 | / | 3 | / | 11 | / | / | 1 | -9
CC1=CC(C)(C)N(C(=O)Nc2ccccc2)c2ccccc21 | 2 | -290 | -1 | 2 | -1 | 1 | -32 | 12
COc1ccccc1-n1nc(C(=O)O)c2ccccc2c1=O | 0 | 9 | -4 | -4 | -15 | 0 | -1 | -20
CCOc1cc2[nH]c(=O)n(CCC(=O)NCCc3ccccc3)c(=O)c2cc1OCC | 2 | -110 | 8 | 5 | -4 | 8 | 0 | -27
Cc1cc(NC(=O)CSc2ccc3nnc(-c4ccccc4)n3n2)no1 | -5 | -113 | -6 | -8 | -12 | -4 | 1 | -4
COc1ccc(NC(=O)Nc2ccccn2)cc1OC | 3 | 10 | -16 | -5 | -16 | -9 | 1 | 3
Cc1ccc(-n2cc(CN3CCNC(=O)CC3)c(-c3cccc(C)c3)n2)cc1 | -3 | 6 | 18 | -12 | 12 | 4 | 0 | 6
COc1cc(C(=O)NNC(=O)c2ccoc2C)cc(OC)c1OC | 0 | 19 | -7 | -6 | -2 | 2 | -2 | 36
Cc1sc(NC(=O)CSc2nnc(C)c(=O)[nH]2)c(C#N)c1C | -15 | -2 | -40 | 1 | -1 | -7 | 1 | -15
COc1ccc(C(=S)N2CCOCC2)cc1OC(=O)c1ccc([N+](=O)[O-])cc1[N+](=O)[O-] | 7 | 27 | -24 | -1 | -2 | 6 | 0 | 3
O=C1Cc2ccccc2Sc2c(OCCN3CCCCC3)cccc21 | 5 | -93 | -10 | 1 | -3 | -5 | -15 | -5
O=C(Cc1ccc(Cl)c(Cl)c1)Nc1ccccc1N1CCCC1 | -14 | 20 | -7 | 7 | 29 | -14 | -5 | -4
COc1ccc(NC(=O)CNS(=O)(=O)c2cccc3nonc23)c(OC)c1 | 7 | 12 | 8 | 6 | 1 | 2 | -2 | -1
CSCCC(NC(=O)c1ccccc1Cl)C(=O)Nc1cccc(S(=O)(=O)N2CCCC2)c1 (stereo not drawn) | 8 | 4 | -18 | -3 | 0 | -17 | -2 | 6
CCN(CC)S(=O)(=O)c1ccc(F)c(C(=O)OC2CC(C)OC2=O)c1 (stereo not drawn) | 2 | 6 | 2 | 3 | -4 | 8 | 1 | 6
CCOc1ccc(S(=O)(=O)N2CCN(C(=O)c3ccc(C)c(S(=O)(=O)N4CCOCC4)c3)CC2)cc1 | -5 | 6 | -9 | 0 | 24 | -12 | 1 | -2
COc1ccc(C(=O)N[C@H](C(=O)NCc2ccc(C)cc2)C(C)C)cc1 | 1 | 8 | -9 | -3 | 2 | 6 | 0 | -5
O=C(O)c1ccc(CSc2nc3ccc(N4C(=O)C5C6C=CC(C6)C5C4=O)cc3s2)cc1 (stereo not drawn) | -8 | 16 | -7 | -5 | 10 | -11 | 1 | -28
CCN1C(=O)[C@H]2[C@@H](c3ccc(-c4cc(C(C)=O)cs4)cc3)N3CCC[C@@]3(C(=O)OC)[C@H]2C1=O | -1 | -95 | -9 | -4 | 13 | 1 | 2 | -3
CC(C(=O)Nc1nccs1)N1C(=O)c2ccccc2S1(=O)=O (stereo not drawn) | 1 | 27 | -19 | -1 | 5 | -2 | 2 | -10
COc1ccc(OC)c2c1sc(=NC(=O)C1COc3ccccc3O1)n2C (stereo not drawn) | 4 | -94 | -11 | -5 | 7 | 2 | -1 | 3
COc1ccccc1C(=O)NCC(=O)N1CC=C(c2ccccc2)CC1 | -3 | 3 | -2 | -8 | 3 | -3 | 1 | 5
COc1ccc(CCNC(=O)c2coc3ccccc3c2=O)cc1 | 5 | 11 | -11 | 0 | 3 | -6 | 0 | -1
C[C@H](NC(=O)c1[nH]cnc1C(=O)Nc1ccon1)c1ccccc1 | -10 | 5 | -12 | -4 | -3 | -14 | 1 | 0
Cc1nn(Cc2c(Cl)cccc2Cl)c(C)c1NC(=O)c1sc2ccccc2c1Cl | 2 | 36 | 12 | 5 | -3 | 3 | 1 | -20
O=C(NN1CCOCC1)c1ccc(Cl)cc1Cl | -3 | 14 | -22 | -7 | -14 | 0 | 3 | -6
CCN(CC(=O)Nc1c(F)cccc1F)C(=O)CC1CCCCC1 | -2 | 11 | -5 | -6 | -2 | 7 | 0 | -6
O=C(Nc1ccc(S(=O)(=O)NC2=NCCCCC2)cc1)c1ccc(Cl)c([N+](=O)[O-])c1 | -5 | 12 | -15 | 6 | -4 | 3 | 1 | 4

Of the compounds above, these have an aryl thioether with sulfur outside any ring.
SMILES | SENP7 inh | SENP8 block-1 | SENP6 block | HKDC1 inh | Apaf1 inhib | SENP8 block-2 | SENP1 FRET inh | PfGluPho inh
CCn1c(SCC(=O)N2c3ccccc3CCc3ccccc32)nnc1-c1ccc(OC)cc1 | -1 | 15 | -8 | -11 | 17 | 1 | 0 | 7
O=c1cc(CSc2ccccn2)nc(N2CCN(c3ccccc3)CC2)[nH]1 | -5 | 12 | -2 | -4 | 2 | -7 | -1 | -5
Nn1c(SCC(=O)Nc2ccc(F)cc2F)nnc1C1CCCCC1 | -7 | 24 | 2 | 4 | 4 | -9 | 0 | -4
Cc1cc(NC(=O)CSc2ccc3nnc(-c4ccccc4)n3n2)no1 | -5 | -113 | -6 | -8 | -12 | -4 | 1 | -4
Cc1sc(NC(=O)CSc2nnc(C)c(=O)[nH]2)c(C#N)c1C | -15 | -2 | -40 | 1 | -1 | -7 | 1 | -15
O=C(O)c1ccc(CSc2nc3ccc(N4C(=O)C5C6C=CC(C6)C5C4=O)cc3s2)cc1 (stereo not drawn) | -8 | 16 | -7 | -5 | 10 | -11 | 1 | -28
